POLK inh = qHTS for Inhibitors of Polymerase Kappa. DNA polymerase kappa (Homo sapiens), Q9UBT6. purified Pol kappa, fluorescent DNA synthesis assay, 10 min. Potency, µM (titrated, usually from 107 µM), inactives show top-dose activity, negative = inhibition, most hits filed as inhibitors. hit rate 0.53% among 400,000. AID 588579, 2011; also: % is scaled to controls: 0 for no effect and ±100 for the full control effect
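Fluorescent qHTS in 1536-well format: enzyme (10 nM) and compound sat 15 min at room temperature before 50 nM substrate (final) was added. Signal taken at 0 and 10 min; no-enzyme buffer wells were negative controls.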
Pol eta inh = qHTS for Inhibitors of Polymerase Eta; DNA polymerase eta (Homo sapiens), Q9Y253; recombinant Pol eta, fluorescent DNA replication assay; Potency, µM (highest dose often 114 µM), without a hit: top-dose activity change, negative = inhibition, usual class: inhibitors; hit rate 1.2% among 390,000; AID 588591, 2011; also: % is scaled to controls: 0 for no effect and ±100 for the full control effect
Target sequence (Q9Y253 whole entry, looked up): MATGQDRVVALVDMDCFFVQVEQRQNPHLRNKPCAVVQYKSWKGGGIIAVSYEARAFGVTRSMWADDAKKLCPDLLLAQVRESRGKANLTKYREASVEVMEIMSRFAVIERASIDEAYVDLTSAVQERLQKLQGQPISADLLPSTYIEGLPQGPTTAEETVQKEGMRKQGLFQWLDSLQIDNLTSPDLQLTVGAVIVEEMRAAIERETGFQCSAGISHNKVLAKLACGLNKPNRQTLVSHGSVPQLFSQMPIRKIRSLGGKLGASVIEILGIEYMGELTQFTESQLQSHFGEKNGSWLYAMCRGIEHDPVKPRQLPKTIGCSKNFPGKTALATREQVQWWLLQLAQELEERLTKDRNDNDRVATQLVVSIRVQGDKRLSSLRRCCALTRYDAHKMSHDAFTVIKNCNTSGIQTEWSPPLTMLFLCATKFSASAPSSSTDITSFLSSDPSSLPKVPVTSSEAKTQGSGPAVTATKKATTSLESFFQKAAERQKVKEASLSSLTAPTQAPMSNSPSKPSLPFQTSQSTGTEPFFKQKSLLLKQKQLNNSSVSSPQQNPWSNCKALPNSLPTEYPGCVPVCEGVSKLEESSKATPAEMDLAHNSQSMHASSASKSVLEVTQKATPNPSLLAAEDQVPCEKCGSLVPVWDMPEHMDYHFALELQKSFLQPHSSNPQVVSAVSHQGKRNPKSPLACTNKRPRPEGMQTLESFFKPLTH
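Pol eta at 10 nM preincubated with compounds 15 min at room temperature; reaction started with fluorescent substrate (50 nM final) and read kinetically at 0 and 10 min.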
Pol beta inh = qHTS Assay for Inhibitors of DNA Polymerase Beta | P06746 | Potency, µM (doses to about 114 µM), for the others: top-dose activity change, negative = inhibition, most hits filed as inhibitors | hit rate 1.3% among 340,000 | Pol beta primer extension/strand displacement, fluorescence kinetic; also: % is scaled to controls: 0 for no effect and ±100 for the full control effect
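Values derive from four-parameter Hill fits of normalized kinetic data: reads at 0 and 10 min following addition of 50 nM substrate to 10 nM Pol beta preincubated 15 min with compound.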
APEX1 inh = qHTS Assay for Inhibitors of the Human Apurinic/apyrimidinic Endonuclease 1 (APE1); DNA repair nuclease/redox regulator APEX1 (Homo sapiens), P27695; recombinant APE1, TAMRA/BHQ-2 abasic DNA cleavage fluorescence; Potency, µM (highest dose often 65.8 µM), inactives show at the highest dose activity change, negative = inhibition, actives largely listed as inhibitors; hit rate 0.35% among 350,000;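 also: plate controls were vehicle for no effect and reference inhibitor for full effect; nearly all actives have a fitted effect of over 55% in size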
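Compound pre-exposure to 0.75 nM APE1, 15 min at ambient temperature. Reaction initiated with 50 nM TAMRA/BHQ-2 THF substrate, read immediately in kinetic mode, 525 nm excitation, 598 nm emission.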
BLM helicase inh = qHTS Assay for Inhibitors of Bloom's syndrome helicase (BLM) | RecQ-like DNA helicase BLM (Homo sapiens), P54132 | recombinant BLM DNA unwinding, fluorescence dequenching | Potency, µM (top dose mostly 56.1 µM), without a hit: top-dose activity change, negative = inhibition, usual class: inhibitors | hit rate 0.2% among 350,000 | AID 2528, 2010;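 also: plate controls were vehicle for no effect and no enzyme for full effect; nearly all actives have a fitted effect of over 35% in size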
Pol iota inh = qHTS for Inhibitors of Polymerase Iota; Potency, µM (highest dose often 115 µM), for inactives: at the highest dose activity, negative = inhibition, most hits filed as inhibitors; AID 588590, 2011; DNA polymerase iota (Homo sapiens), Q9UNA4; Pol iota fluorescent replication assay, 10 min; hit rate 1% among 390,000
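Pol iota at 10 nM preincubated 15 min with compounds at room temperature; reaction started with fluorescent substrate, 50 nM final. Fluorescence read kinetically at 0 and 10 min; buffer-only wells as negative control.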
BAZ2B inh = qHTS Assay for Inhibitors of BAZ2B. hit rate 4.4% among 360,000. AlphaScreen BAZ2B-H3K14Ac peptide displacement. Potency, µM (highest dose often 114 µM), inactives show top-dose activity change, negative = inhibition, most hits filed as inhibitors. Bromodomain adjacent to zinc finger domain protein 2B (Homo sapiens), Q9UIF8; also: % is scaled to controls: 0 for no effect and ±100 for the full control effect; nearly all actives have a fitted effect of over 60% in size
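AlphaScreen displacement: compounds (up to 110uM) incubated 30 min at room temperature with a preformed 50 nM BAZ2B/50 nM biotinylated H3K14Ac peptide complex in PBS pH 7.4 with Tween-20. Donor and acceptor beads at 10 ug/mL final added, 20 min light-protected before reading.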
Apoferritin bind = qHTS Assay for Identification of Novel General Anesthetics | apoferritin/1-aminoanthracene competitive binding, fluorescence | Potency, µM (titrated, usually from 77.5 µM), without a hit: at the highest dose activity change, negative = displacement, hits mostly inhibitors | hit rate 0.074% among 350,000 | AID 485281, 2010; also: % is scaled to controls: 0 for no effect and ±100 for the full control effect; nearly all actives have a fitted effect of over 20% in size
Target sequence (P02791 2-175 limits assumed): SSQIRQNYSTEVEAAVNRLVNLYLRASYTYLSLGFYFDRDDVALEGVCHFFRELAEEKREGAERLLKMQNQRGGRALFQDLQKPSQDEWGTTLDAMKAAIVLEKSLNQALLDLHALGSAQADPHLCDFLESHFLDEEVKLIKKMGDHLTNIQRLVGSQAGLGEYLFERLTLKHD
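Read-out: endpoint 1-AMA fluorescence, excitation 380 nm and emission 535 nm, after compounds sit 10 min at room temperature with 10 uM horse-spleen apoferritin in 50% saturated 1-AMA/PBS. Values come from four-parameter Hill fits.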
G9a block = qHTS Assay for Inhibitors of Histone Lysine Methyltransferase G9a; G9a H3K9 monomethylation, AlphaScreen, 2 h; Potency, µM (highest dose often 102 µM), without a hit: at the top dose activity, negative = inhibition, hits mostly inhibitors; hit rate 8.8% among 350,000; also: % is scaled to controls: 0 for no effect and ±100 for the full control effect; nearly all actives have a fitted effect of over 75% in size
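Enzyme 20 nM + cpd, 15 min RT; add b-H3K9 pep 500 nM / SAM 20 uM; 2 h RT; anti-H3K9me1 Ab 0.5 ug/mL + SA donor / anti-rabbit acceptor beads 20 ug/mL each, 10 min; AlphaScreen read.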
* = called active by the depositor; ? = inconclusive; nt = no result given; & = joins results of further samples; [ ] = another dose, or the depositor's remark. Calls follow the shape of the dose curve; as a rule, active = well fitted curve in the direction sought with a large enough effect; inconclusive = small, poorly fitted or top-dose-only effect, or another doubt; inactive = no such curve, though single readings can be large; an effect the other way counts as inactive or inconclusive. Potency is read from the fitted curve at half-maximal effect. Not all compounds are listed; the hit share may differ from the screen's.

SMILES	POLK inh	Pol eta inh	Pol beta inh	APEX1 inh	BLM helicase inh	Pol iota inh	BAZ2B inh	Apoferritin bind	G9a block
CCOC(=O)c1ccc(N/C=C/C(=O)C(C)(C)C)cc1	4%	-16%	-17%	1%	2%	35%[activator]	-20%	1%	-20%
Cc1ccccc1C(=O)Nc1cccc(-c2ccc(N3CCOCC3)nn2)c1	-15%	-15%	nt	22%	nt	1%	7%	nt	-23%
O=C(NC1CCCCCC1)C(=O)NC1CC1	7%	-14%	13%	9%	0%	17%	?	3%	nt
COc1cc(CCCN2C(=S)NC[C@@H]2CCCCN)cc(OC)c1OC	4%	-6%	17%	-11%	1%	-2%	-13%	-1%	-7%[59 µM]
CCOC(=O)c1cccnc1SCC(=O)N(CC)c1cccc(C)c1	-6%[60.1 µM]	-15%&2%	3%&0%	0%	-2%&-4%	34%&9%[activator]	7%&-3%	6%&-19%	-6%[59 µM]
O=C(CN(C1CCCCC1)S(=O)(=O)c1ccc(Br)cc1)NCc1cccnc1	-6%	-19%	2%	10%	-2%	80%[activator]	-1%	-19%	8%
CN(CC(=O)Nc1ccccc1Br)C(=O)c1cc([N+](=O)[O-])ccc1N1CCOCC1	-3%	-17%	nt	46%[activator]	nt	18%	-23%	nt	?
O=C(O)CCCCn1c(SCc2cc(=O)n3cc(Cl)ccc3n2)nc2ccsc2c1=O	-8%	1%	-25%	-2%	2%	2%	-2%	-4%	2%
O=C(CCc1c[nH]c2ccccc12)NC(Cc1c[nH]c2ccccc12)C(=O)O (stereo unspecified)	-8%	-11%	?	21µM*	32µM*	?	-11%	4%	15%
CC(C)CC1NC(=O)N(Cc2cc(=O)n3ccsc3n2)C1=O (stereo unspecified)	-16%	-8%	?	-9%	-7%	43%[activator]	-29%	-4%	0%
Cc1ccc(SCc2c(C(=O)N/N=C/c3cccnc3)nnn2-c2nonc2N)cc1	-14%	-19%	-11%	-12%	-1%	15%	?	-12%	24%
CN(C)c1ccnc(Oc2ccc(C(C)(C)C)cc2)c1C#N	-12%	-11%	-13%	6%	-4%	13%	21%	-15%	27%[59 µM]
Nc1cc(Cl)ccc1C(=O)OCC(=O)NC1CCS(=O)(=O)C1 (stereo unspecified)	-16%	2%	23%	18%	-3%	?	-7%	-4%	5%[0.501 µM]
CN(C(=O)COC(=O)c1ccc(Cl)cc1N)C1CCCCC1	-5%	-24%	4%	-2%	-3%	117%[activator]	-5%	-20%	-2%
CC(C)NC(=O)C1CCN(C2CCN(C(=O)Cc3ccc4c(c3)OCO4)CC2)CC1	7%	-17%	23%	13%	-3%	32%[activator]	1%	-7%	nt
Fc1ccc(CNc2ncccn2)cc1	0%	-15%	-1%	24%	-2%	-17%	4%	-9%	-3%
CC(C)CN(C(=O)COC(=O)/C=C/c1cccs1)c1c(N)n(Cc2ccccc2)c(=O)[nH]c1=O	-2%	-9%	nt	18%	nt	26%	8%	nt	12%[12.7 µM]
CC1=Nc2ccccc2/C1=C\c1nc(-c2ccc(C(F)(F)F)cc2)oc1O	-13%	55%[activator]	16%	-1%	-3%	8.9µM*	-35%	-13%	2%[12.7 µM]
O=C(NCCc1ccc(F)cc1)c1ccc(NS(=O)(=O)c2ccc3[nH]c(=O)[nH]c3c2)cc1	-1%	-18%	nt	1%	nt	3%	6%	nt	9%[0.501 µM]
COC(=O)c1ccccc1NC(=O)c1nc(S(=O)(=O)Cc2ccccc2F)ncc1Cl	-13%	-11%	16%	nt	1%	8%	22%	21%	9%[59 µM]
Cc1ccc(NC(=S)NNC(=O)c2ccc(N3CCOCC3)c([N+](=O)[O-])c2)cc1C	-13%	-10%	7%	-4%	0%	5%	?	-15%	?
COC(=O)c1ccc(-c2ccc(/C=N/NC(=O)Cc3nnc(N)s3)o2)cc1	-15%	?	-7%	-12%	-8%	?	-23%	-5%	?
c1ccc(CNc2ncnc3c2cnn3Cc2ccccc2)cc1	-11%	-11%	-22%	2%	-8%	22%	4%	-1%	5%[59 µM]
COc1ccc(Nc2nc3ccccc3c3nnc(C)n23)cc1Cl	-6%	-15%	?	nt	-7%	7%	-1%	-11%	-29%[59 µM]
CC12CCC(C(=O)N3CCOCC3)([C@H](Br)C1=O)C2(C)C (stereo partly specified)	-7%	-9%	-4%	12%	-4%	39%[activator]	1%	1%	1%[12.7 µM]
O=C(c1cc(Br)ccc1Cl)N1CCN(c2ccc(N3CCOCC3)nn2)CC1	-2%	-5%	nt	14%	nt	23%	7%	nt	-27%
CCCCN(CCCNC(=O)c1cc(Nc2ccccc2OC)nc2ccccc12)c1ccccc1	-16%	-9%	29%	nt	-6%	?	nt	51%[activator]	9%[59 µM]
COc1ccc(/C(O)=C/C(=O)C(=O)Nc2c(C)n(C)n(-c3ccccc3)c2=O)cc1	12%	-7%	6%	-3%	-2%	-12%	?	-18%	?
Cc1cccc(N2CCN(S(=O)(=O)c3ccc4c(c3)CC(=O)N4C)CC2)c1C	-2%&-14%	-16%&-15%	8%&1%	23%	-6%&-5%	14%&11%	-21%	13%	-22%[59 µM]
COc1cc(OC)cc(-c2c(C#Cc3ccsc3)c3cc(Br)ccc3n2C)c1	-6%	-6%	nt	12%	nt	3%	12%	nt	4%[0.501 µM]
CCOc1ccc(C2c3cc(OC)c(OC)cc3CC(=O)N2c2ccccc2)cc1 (stereo unspecified)	-3%	-16%	3%	-4%	-12%	6%	-37%	-18%	-7%
Nc1nc2ccc(O)cc2s1	-13%	-14%	-19%	-2%	1%	11%	0%	2%	?
Cc1cc(C)nc(SCC(=O)c2c(N)n(C)c(=O)n(C)c2=O)n1	-11%	8%	-7%	0%	-2%	16%	1%	-9%	?
CCSc1nc2c(c(=O)[nH]1)C(c1ccc(C)cc1)C1=C(CCCC1=O)N2 (stereo unspecified)	3%	0%	2%	4%	0%	47%[activator]	-6%	-8%	-4%
COc1ccc(F)cc1S(=O)(=O)Nc1ccc2c(c1)CCCN2C(=O)c1cccs1	-1%[60.1 µM]	-9%	28%	nt	-3%	4%	-22%	-8%	-4%[12.7 µM]
COc1cccc2cc(C(=O)N3CCCCCCC3)c(=O)oc12	-4%	-9%	1%	55%[activator]	-2%	-9%	-20%	-22%	-3%
O=C(NNC(=O)c1cccs1)c1ccc(Cl)c([N+](=O)[O-])c1	-15%	-19%	-25%	7%	0%	13%	4%	-5%	-6%[59 µM]
COc1ccccc1CNCc1ccc(OC)c(OC)c1OC	-1%	-1%	6%	16%	6%	21%	79µM*	1%	10µM*
Cc1ccc(C)c2nc3sc(C(=O)O)cc3cc12	-16%	-12%	0%	-3%	1%	8%	-14%	17%	40µM*
O=CN1CCN(C(=O)c2ccc([N+](=O)[O-])cc2)CC1	-4%	-10%	-23%	3%	-4%	150%[activator]	5%	5%	6%[59 µM]
CCOc1cc(S(=O)(=O)NCCCn2ccnc2)ccc1Cl	4%	-17%	3%	15%	-5%	35%[activator]	-10%	-5%	27%
CCCCS(=O)(=O)Nc1ccc2cn[nH]c2c1	-3%	-12%	9%	1%	-5%	150%[activator]	-5%	-3%	-49%
O=C(O)C1C2C=CC(C2)C1C(=O)Nc1cccc(C(=O)N2CCCCC2)c1 (stereo unspecified)	-8%	-8%	27%	-6%	-2%	-1%	4%	-19%	-6%[12.7 µM]

Of the compounds above, 8 contain a Cl atom:
SMILES	POLK inh	Pol eta inh	Pol beta inh	APEX1 inh	BLM helicase inh	Pol iota inh	BAZ2B inh	Apoferritin bind	G9a block
O=C(O)CCCCn1c(SCc2cc(=O)n3cc(Cl)ccc3n2)nc2ccsc2c1=O	-8%	1%	-25%	-2%	2%	2%	-2%	-4%	2%
Nc1cc(Cl)ccc1C(=O)OCC(=O)NC1CCS(=O)(=O)C1 (stereo unspecified)	-16%	2%	23%	18%	-3%	?	-7%	-4%	5%[0.501 µM]
CN(C(=O)COC(=O)c1ccc(Cl)cc1N)C1CCCCC1	-5%	-24%	4%	-2%	-3%	117%[activator]	-5%	-20%	-2%
COC(=O)c1ccccc1NC(=O)c1nc(S(=O)(=O)Cc2ccccc2F)ncc1Cl	-13%	-11%	16%	nt	1%	8%	22%	21%	9%[59 µM]
COc1ccc(Nc2nc3ccccc3c3nnc(C)n23)cc1Cl	-6%	-15%	?	nt	-7%	7%	-1%	-11%	-29%[59 µM]
O=C(c1cc(Br)ccc1Cl)N1CCN(c2ccc(N3CCOCC3)nn2)CC1	-2%	-5%	nt	14%	nt	23%	7%	nt	-27%
O=C(NNC(=O)c1cccs1)c1ccc(Cl)c([N+](=O)[O-])c1	-15%	-19%	-25%	7%	0%	13%	4%	-5%	-6%[59 µM]
CCOc1cc(S(=O)(=O)NCCCn2ccnc2)ccc1Cl	4%	-17%	3%	15%	-5%	35%[activator]	-10%	-5%	27%

Compound activity: PubChem BioAssay, National Center for Advancing Translational Sciences (NCATS)
